Screening data (PubChem BioAssay)
NCOA3 inh – inhibitors of human steroid receptor coactivator 3 (SRC3). 360,000 tested, 0.17% active. Q9Y6Q9. inhibition, % at 3.6 µM. AID 588352. HEK293 GAL4-SRC3 luciferase reporter, luminescence;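 active = inhibition above a per-campaign cutoff, the mean of all compounds plus 3 SD, cut at about 60% in these data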;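 also: 0% = DMSO-treated cells and 100% = gossypol-treated cells at 36 µM; higher means less SRC3-driven luciferase light from the GAL4 reporter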
Target sequence (Q9Y6Q9 whole entry, looked up, the tested form may be a part): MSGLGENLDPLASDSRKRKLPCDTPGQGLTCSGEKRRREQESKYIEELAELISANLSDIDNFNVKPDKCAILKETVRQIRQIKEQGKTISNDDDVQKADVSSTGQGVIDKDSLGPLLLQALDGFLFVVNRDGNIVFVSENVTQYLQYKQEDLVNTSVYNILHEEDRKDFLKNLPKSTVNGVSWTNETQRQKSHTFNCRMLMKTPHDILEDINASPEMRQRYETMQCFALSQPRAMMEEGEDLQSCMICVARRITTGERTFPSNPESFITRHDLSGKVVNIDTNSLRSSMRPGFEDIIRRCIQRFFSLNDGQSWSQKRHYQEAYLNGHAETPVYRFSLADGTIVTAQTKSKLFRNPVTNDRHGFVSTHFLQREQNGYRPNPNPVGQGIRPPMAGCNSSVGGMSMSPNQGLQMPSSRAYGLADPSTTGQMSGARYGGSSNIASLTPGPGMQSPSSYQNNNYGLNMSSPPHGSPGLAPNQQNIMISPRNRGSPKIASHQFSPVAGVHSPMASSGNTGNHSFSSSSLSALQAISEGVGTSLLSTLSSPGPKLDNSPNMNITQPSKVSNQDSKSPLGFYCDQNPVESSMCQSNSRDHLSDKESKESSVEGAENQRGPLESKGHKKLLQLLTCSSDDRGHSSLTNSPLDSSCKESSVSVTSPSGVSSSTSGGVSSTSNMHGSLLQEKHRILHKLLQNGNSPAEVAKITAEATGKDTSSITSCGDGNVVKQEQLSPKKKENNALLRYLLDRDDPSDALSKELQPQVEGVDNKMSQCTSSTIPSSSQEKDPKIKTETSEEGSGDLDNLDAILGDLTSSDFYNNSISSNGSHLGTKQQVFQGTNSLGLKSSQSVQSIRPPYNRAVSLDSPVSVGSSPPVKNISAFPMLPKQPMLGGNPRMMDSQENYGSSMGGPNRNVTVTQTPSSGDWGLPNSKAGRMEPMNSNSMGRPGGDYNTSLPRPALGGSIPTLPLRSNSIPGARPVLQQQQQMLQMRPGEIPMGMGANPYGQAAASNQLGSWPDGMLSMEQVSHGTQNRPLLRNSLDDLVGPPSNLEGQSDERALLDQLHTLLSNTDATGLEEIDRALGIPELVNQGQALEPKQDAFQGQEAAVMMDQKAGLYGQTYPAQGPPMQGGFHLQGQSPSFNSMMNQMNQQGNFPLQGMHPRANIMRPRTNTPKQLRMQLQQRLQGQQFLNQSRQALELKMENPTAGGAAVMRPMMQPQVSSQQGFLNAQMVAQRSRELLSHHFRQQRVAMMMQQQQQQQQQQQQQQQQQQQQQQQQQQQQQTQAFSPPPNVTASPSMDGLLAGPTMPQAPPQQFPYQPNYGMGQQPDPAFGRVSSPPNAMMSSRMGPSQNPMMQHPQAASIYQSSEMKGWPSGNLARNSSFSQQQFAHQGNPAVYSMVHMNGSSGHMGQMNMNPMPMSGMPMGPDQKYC
ABHD5 PLIN5 PPI – ABHD5-PLIN5 protein interaction inhibition | Split G. princeps luciferase complementation, luminescence, 4 h | inhibition, % at 4 µM | Q00G26+Q8WTS1 | 360,000 tested, 0.78% active;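 active = inhibition above the mean inhibition across every tested compound plus 3 SD, cut at about 22% in these data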;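 also: 0% = DMSO only wells and the 100% control is not disclosed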
TROY NFkB inh – TROY signaling inhibition; AID 1347056; 360,000 tested, 0.98% active; inhibition, % at 10 µM; Q293 LMP1-TROYcd NF-kB luciferase reporter, 4 h;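 active = compounds whose plate-normalised and pattern-corrected inhibition of the luciferase reporter signal at the single screening dose is 50% or more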
LRH-1 inv ag – suppresses constitutive activity of human LRH-1 | O00482 | HEK293T StAR-luciferase reporter, LRH-1 transfected, 24 h | inhibition, % at 3.6 µM | 360,000 tested, 0.13% active | AID 602396;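 active = inhibition above the mean inhibition of all tested compounds plus 3 SD, cut at about 73% in these data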;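 also: 0% = DMSO wells and 100% = reporter-only cells lacking LRH-1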
Exocytosis inh – blocks lytic granule exocytosis; TALL-104 LAMP-1 surface exposure, flow cytometry; cells stimulated with thapsigargin and PMA; 360,000 tested, 0.66% active; inhibition, % at 10 µM;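 active = inhibition above about 55%, limit read from the data; inconclusive = no clear call, values can overlap the other calls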
NCOA2 inhibitor – human SRC2 (NCOA2) inhibition; 370,000 tested, 0.17% active; HEK293 GAL4-SRC2 luciferase reporter, luminescence; Q15596; inhibition, % at 9 µM;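 active = inhibition above the mean inhibition of all tested compounds plus 3 SD, set per campaign, cut at about 52% in these data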;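 also: 0% = DMSO treated cells and 100% = cells given Gossypol at 36 µM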
NCOA1 inh – human NCOA1 inhibition; Q15788; HEK293 GAL4-SRC1 luciferase reporter, luminescence; inhibition, % at 3.6 µM; 360,000 tested, 0.12% active; AID 588354;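 active = inhibition above the campaign mean plus 3 SD, with each screening campaign given its own cutoff, cut at about 60% in these data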;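 also: 0% = DMSO treated cells and 100% = gossypol at 36 µM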
NOD2-RIPK2 inh – blocks binding of human NOD2 to RIPK2; CHO BLA complementation NOD2-RIPK2, CCF4 ratio; O43353; AID 624267; 360,000 tested, 0.38% active; inhibition, % at 4.98 µM; in the data active = inhibition above about 21%;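 also: 0% = vehicle only and 100% = reference blocker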
TLR9-MyD88 block – blocks human TLR9 binding to MyD88 | inhibition, % at 4.98 µM | CHO BLA complementation TLR9-MyD88, CCF4 FRET ratio | 340,000 tested, 0.21% active;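 active = inhibition above the mean over all tested compounds plus 3 SD, cut at about 21% in these data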;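 also: 0% = DMSO only wells and 100% = clavulanate BLA inhibitor control wells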
TWEAK Fn14 block – blocks TWEAK-Fn14 interaction in a reporter cell assay; TWEAK-stimulated Fn14 reporter cells, luciferase luminescence, 8 h; inhibition, % at 10 µM; 360,000 tested, 2% active; AID 1159606; in the data active = inhibition above about 50%
NR2F2 inh – NR2F2 (human) inhibition, primary screen. P24468. HEK293T NGFI-A luciferase reporter, luminescence. inhibition, % at 8.6 µM. 370,000 tested, 0.7% active. AID 686940;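 active = inhibition above a per-plate cutoff, mean inhibition of test wells between control levels plus 3 SD, cut at about 38% in these data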;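 also: cells cotransfected with COUP-TFII expression vector driving the NGFI-A reporter; 0% = median of COUP-TF2 test wells and 100% = reporter-only cells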
An asterisk follows results filed as active; ? = inconclusive; · = not tested or not shown. Some of the compounds tested (hit frequency here may not be typical).

SMILES	NCOA3 inh	ABHD5 PLIN5 PPI	TROY NFkB inh	LRH-1 inv ag	Exocytosis inh	NCOA2 inhibitor	NCOA1 inh	NOD2-RIPK2 inh	TLR9-MyD88 block	TWEAK Fn14 block	NR2F2 inh
O=C(COC(=O)c1ccc(F)cc1F)NC(=O)Nc1ccc2c(c1)OCCO2	-14	10	-23	-29	2	-6	-32	-1	6	0	3
CCC(C(=O)Nc1cccc(S(=O)(=O)N(C)c2ccccc2)c1)c1ccccc1 (stereo not given)	5	-9	11	-12	-2	27	9	-1	-11	30	13
CCC1(c2ccc(F)cc2)NC(=O)N(CC(=O)N2CCN(C(=O)c3cccs3)CC2)C1=O (stereo not given)	24	7	-1	6	2	-33	-3	7	0	2	-13
Cc1cccc(-n2c(Cc3ccccc3)nnc2SCC(=O)N2CCOCC2)c1	14	-3	-14	2	0	-5	-8	-8	8	-1	-19
O=C(NCC1CCCO1)c1ccc(NS(=O)(=O)c2cccc([N+](=O)[O-])c2)cc1 (stereo not given)	8	2	17	-9	0	9	-13	6	11	-5	7
CC(=O)c1cccc(NC(=O)c2cccc3ccccc23)c1	9	2	2	8	-2	-17	-22	7	10	3	-11
CCOC(=O)/C(=C\c1ccc(OC)c(OC)c1)C(=O)c1cccnc1	5	13	1	6	43	-8	3	-5	-4	26	7
O=S(=O)(c1ccccc1)c1nc(-c2cccs2)oc1NCC1CCCO1 (stereo not given)	21	-4	-3	-12	-13	-10	-10	1	2	17	0
O=C(c1ccc2c(c1)OCO2)N(c1ccc(F)cc1)C1C=CS(=O)(=O)C1 (stereo not given)	11	3	-7	-9	3	-6	-29	0	5	4	-17
COc1ccc(CC(=O)N2N=C(C)CC2(O)c2cccnc2)cc1OC (stereo not given)	9	2	-16	-2	2	3	-23	-7	-5	11	1

2 compounds from above, showing only TLR9-MyD88 block, Exocytosis inh and TROY NFkB inh:
SMILES,TLR9-MyD88 block,Exocytosis inh,TROY NFkB inh
CC(=O)c1cccc(NC(=O)c2cccc3ccccc23)c1,10,-2,2
CCOC(=O)/C(=C\c1ccc(OC)c(OC)c1)C(=O)c1cccnc1,-4,43,1

Next records.
SMILES	NCOA3 inh	ABHD5 PLIN5 PPI	TROY NFkB inh	LRH-1 inv ag	Exocytosis inh	NCOA2 inhibitor	NCOA1 inh	NOD2-RIPK2 inh	TLR9-MyD88 block	TWEAK Fn14 block	NR2F2 inh
CCOc1ccc(NC(=O)CSC2=NCCN2)cc1	22	0	7	20	2	-10	0	8	3	5	11
CCN(CC(=O)Nc1cc(Cl)ccc1C)C(=O)CN1C(=O)NC2(CCCC2)C1=O	18	15	-1	-6	-10	-3	-28	-1	3	8	-21
COCCCn1c(=NC(C)=O)c(C#N)cc2c(=O)n3cccc(C)c3nc21	-14	7	-9	14	4	2	-3	-1	·	-4	1
Cn1cc(C(=O)C(=O)N2CCCc3ccccc32)c2ccccc21	5	-2	13	-2	2	-9	-5	12	5	-18	4
CCCCCn1c(SCCN2CCOCC2)nc2c1c(=O)[nH]c(=O)n2C	6	-2	5	18	1	-3	1	-1	2	-4	-12
C=CCSc1nc2sc3c(c2c(=O)n1-c1ccccc1)CCN(C)C3	3	4	16	8	-5	-20	2	-2	-2	-22	10
Cc1ccc(CNC(=O)[C@H](Cc2ccccc2)NC(=O)C2CCNCC2)cc1	6	1	24	-7	-4	1	-14	-5	5	6	11
CC1(C(=O)NCc2cccnc2)Cc2c(-c3cccc(C(F)(F)F)c3)ccnc2O1 (stereo not given)	-26	-4	20	-2	3	6	1	6	·	9	39*
O=C(/C=C/c1ccc(OC(F)F)cc1)Nc1cccc(S(=O)(=O)NC2=NCCCCC2)c1	-20	-2	34	-33	7	-39	3	-2	2	28	20
Cc1cc(N2CCN(c3ccccn3)CC2)n2cc(-c3ccccc3)nc2n1	-21	12	1	0	4	13	5	2	-2	-14	15
Cc1ccc(C(=O)Oc2ccccc2N2C(=O)C3CCCCC3C2=O)cc1 (stereo not given)	-10	-3	-12	-8	1	-15	-11	-4	-8	25	-13
C/C(CC(=O)Nc1ccccc1[N+](=O)[O-])=N\NC(=O)COc1ccccc1C	-2	-2	8	18	0	-19	0	9	1	11	-2
COc1cccc(NC(=O)Nc2cccc(C(=O)O)c2)c1	-26	2	-22	-72	-1	-25	-38	-5	4	4	-10
COc1ccc(NC(=O)CCCN(C)S(=O)(=O)c2ccc(C)cc2)cc1	-1	-7	-3	1	-4	-37	1	3	-2	15	10
O=C(CCN1CCN(Cc2ccccc2)CC1)NNC(=O)Cc1ccc(Cl)c(Cl)c1	14	2	-4	12	-4	10	-35	-1	-3	4	11
COCCN1C(=O)c2cc(C(=O)Nc3ccc(OC)c(OC)c3)ccc2C1Nc1ccc(OC)c(OC)c1 (stereo not given)	5	0	-18	9	?	-11	-24	-1	7	14	-5
CCOC(=O)N1CCC(N2C(=O)c3ccccc3C2Nc2cc(C(=O)OC)cc(C(=O)OC)c2)CC1 (stereo not given)	7	-10	7	0	6	-7	-5	2	-7	-4	-18
Cc1ccc(S(=O)(=O)N2CCN(CC(=O)N/N=C\C(Cl)=C\c3ccccc3)CC2)cc1	4	-1	0	-2	8	-2	7	1	-3	-36	-1
COc1ccc(F)c(CN2CCC(N3CCC(C(=O)N4CCOCC4)CC3)CC2)c1	2	-1	10	17	-3	9	-28	-6	4	5	9
Cc1cc(/C=N/NC(=O)c2cccs2)c(C)n1-c1cnccn1	-85	-2	-46	-142	0	-111	-108	-8	-2	-24	-50
O=C(O)CC12CC3CC(C1)CC(n1ncc(NCC4CCCO4)c(Cl)c1=O)(C3)C2 (stereo not given)	18	-1	-21	-8	-2	14	-3	-4	9	-10	0
O=C(COC(=O)CNC(=O)c1cccc(F)c1)NCCC1=CCCCC1	7	-3	-14	-2	-1	-21	-2	-10	-1	18	-11
Cc1cn(C2CC3OCC3O2)c(=O)[nH]c1=O (stereo not given)	19	-9	5	1	-4	-20	-4	4	16	-12	-1
CCn1cc(CNC(=O)C2CCC(=O)N(CCc3cccc(F)c3)C2)cn1 (stereo not given)	10	2	-29	-6	-16	19	1	-6	2	0	-16
CCSC1OC(C(COC(C)=O)OC(C)=O)C(OC(C)=O)C1NC(C)=S (stereo not given)	1	-6	-16	14	2	15	-16	-5	-1	-8	-4
Nc1nnc(SCC(=O)NCc2ccc3c(c2)OCO3)s1	-3	2	-17	9	-2	-3	8	3	-2	5	6
N[C@@H](Cc1ccccc1)C(=O)N1CCC(C(=O)N[C@@H](CCC(=O)O)C(=O)O)CC1	2	4	4	1	1	-25	-8	-14	-3	7	5
Cc1ccccc1NC(=O)C1C2CCC(O2)C1C(=O)O (stereo not given)	-2	10	-11	-9	-2	-7	-9	4	-4	9	-5
Cc1ccc(S(=O)(=O)c2c(COC(=O)c3ccccc3Cl)c(-c3ccccc3)nn2C)cc1	-4	-4	·	7	11	11	-4	-2	0	7	7
CN(N)c1ccc2c(C(F)(F)F)cc(C(F)(F)F)nc2n1	9	-3	1	-22	2	-17	-7	8	7	-34	-3
O=C(OCC(=O)N1CCc2ccccc21)c1cccc(S(=O)(=O)N2CCCc3ccccc32)c1	10	6	-11	-1	-3	21	10	-14	9	13	-3
CC(OC(=O)Cn1cnc2c1c(=O)n(C)c(=O)n2C)C(=O)Nc1ccc(Cl)cc1 (stereo not given)	-1	9	-14	10	3	0	-17	-5	6	-1	-5
Cc1noc(C)c1S(=O)(=O)N1CCC(C(=O)NCCC2=CCCCC2)CC1	2	0	-9	-5	-2	0	-25	-11	-6	-6	7
COc1ccc(CNC(=O)C(=O)NCCC2CCCCN2S(=O)(=O)c2cccs2)cc1 (stereo not given)	16	1	18	-6	18	-8	-3	3	1	0	7
Cc1ccc(CNC(=O)[C@H](C)NC(=O)C2CCN(C(=O)[C@@H]3CCCN3C(=O)OC(C)(C)C)CC2)cc1	8	-1	-7	-17	2	-1	-53	-4	-14	-26	10
Cc1c(Cl)cccc1NC(=O)CCNC(=O)N1CC(=O)Nc2ccccc21	7	7	0	-20	1	-5	-3	-12	-6	4	-3
CSCC[C@H](NC(=O)C(C)(C)Oc1ccc(Cl)cc1)c1nc2ccccc2[nH]1	7	-9	-17	7	-1	10	-9	0	-12	12	13
c1ccn2c(c1)nc1c2nc2ccccn21	-41	-1	-21	-57	1	-24	-46	-8	-7	10	-72
CCN(CC)S(=O)(=O)c1ccc(N(C)Cc2cccc(OC)c2OC)nc1	15	-13	13	8	16	4	-4	4	-4	15	1
COc1ccc2[nH]c(CN3CCN(CC=C(C)C)C(CCO)C3)c(C)c2c1 (stereo not given)	-6	-4	-2	-6	1	3	-2	-4	0	14	-8

Entries from the list above containing a Cl atom:
SMILES	NCOA3 inh	ABHD5 PLIN5 PPI	TROY NFkB inh	LRH-1 inv ag	Exocytosis inh	NCOA2 inhibitor	NCOA1 inh	NOD2-RIPK2 inh	TLR9-MyD88 block	TWEAK Fn14 block	NR2F2 inh
CCN(CC(=O)Nc1cc(Cl)ccc1C)C(=O)CN1C(=O)NC2(CCCC2)C1=O	18	15	-1	-6	-10	-3	-28	-1	3	8	-21
O=C(CCN1CCN(Cc2ccccc2)CC1)NNC(=O)Cc1ccc(Cl)c(Cl)c1	14	2	-4	12	-4	10	-35	-1	-3	4	11
Cc1ccc(S(=O)(=O)N2CCN(CC(=O)N/N=C\C(Cl)=C\c3ccccc3)CC2)cc1	4	-1	0	-2	8	-2	7	1	-3	-36	-1
O=C(O)CC12CC3CC(C1)CC(n1ncc(NCC4CCCO4)c(Cl)c1=O)(C3)C2 (stereo not given)	18	-1	-21	-8	-2	14	-3	-4	9	-10	0
Cc1ccc(S(=O)(=O)c2c(COC(=O)c3ccccc3Cl)c(-c3ccccc3)nn2C)cc1	-4	-4	·	7	11	11	-4	-2	0	7	7
CC(OC(=O)Cn1cnc2c1c(=O)n(C)c(=O)n2C)C(=O)Nc1ccc(Cl)cc1 (stereo not given)	-1	9	-14	10	3	0	-17	-5	6	-1	-5
Cc1c(Cl)cccc1NC(=O)CCNC(=O)N1CC(=O)Nc2ccccc21	7	7	0	-20	1	-5	-3	-12	-6	4	-3
CSCC[C@H](NC(=O)C(C)(C)Oc1ccc(Cl)cc1)c1nc2ccccc2[nH]1	7	-9	-17	7	-1	10	-9	0	-12	12	13
